Screening data deposited in PubChem BioAssay by several laboratories.
RmlCD inh mix: mixture blocks RmlC and RmlD coupled enzyme activity; inhibition, % at 5.5 µM; RmlC/RmlD coupled enzyme inhibition, 384-well mixture HTS; AID 1532; 110,000 tested, 0.39% active; in the data active = inhibition above about 30%, passing the limit was not always enough; inconclusive = no clear call, values can overlap the other calls; also: strong numbers were not always called active
RT RNaseH block: inhibitors of HIV-1 reverse transcriptase RNase H; P04585; RT-RNase H RNA/DNA duplex cleavage, fluorescence; inhibition, % at 10 µM; 65,000 tested, 1.9% active; AID 565; in the data active = inhibition above about 50%
An asterisk follows results filed as active; ? = inconclusive; . = no result given. Some of the compounds tested (hit frequency here may not be typical).

compound | RmlCD inh mix | RT RNaseH block
CC(C)NC(=O)c1ccc(N2CCOCC2)nc1 | 8 | .
COc1ccccc1-c1cc(C(=O)NCc2cccs2)no1 | 5 | -12
COc1ccccc1S(=O)(=O)Cc1ccc(C(=O)NCCN2CCCC2)o1 | -14 | 1
CCOC(=O)c1cnc(SCC(=O)Nc2sc(C)c(C)c2C#N)nc1N | 3 | 63*
CC(/C=C/c1ccccc1)=N\Nc1nc(-c2ccccc2)cs1 | 11 | .
CC(C)Nc1nnc(SCC(=O)c2c(N)n(Cc3ccccc3)c(=O)n(C)c2=O)s1 | -2 | .
COCCNC(=O)c1c[nH]c2ccc(OC)cc2c1=O | -12 | -11
O=C(COc1ccccc1Cl)Nc1nc(-c2cccs2)cs1 | -10 | .
O=C(Nc1nnc(SCc2ccccc2Cl)s1)C1COc2ccccc2O1 (stereo unspecified) | -8 | .
Cc1[nH]n(-c2ccccc2)c(=O)c1CCOC(=O)c1ccc(C(F)(F)F)cc1 | 7 | .
CC1(C)C2CCC(C2)C1(C)NC(=O)CN1CCOCC1 (stereo unspecified) | 4 | -9
CCC1CC2CC(NC(C)=O)C1C2 (stereo unspecified) | -35 | .
COc1ccc(CCNC(=O)C2CCN(S(=O)(=O)c3cccc4nsnc34)CC2)cc1OC | -11 | -20
CC(N=C1NS(=O)(=O)c2ccccc21)c1ccccc1 (stereo unspecified) | -132 | 0
CN1CCN(CCCN2c3ccccc3Sc3ccc(C(F)(F)F)cc32)CC1 | 3 | 9
COC(=O)c1ccc(S(=O)(=O)N2CCCCC2)o1 | -14 | .
CC(C)c1ccc(NC(=O)CSc2nnc(-c3ccccn3)n2C)cc1 | . | 2
CC1(C)N=C(C(=O)c2ccccc2)N(O)C1(C)O (stereo unspecified) | 8 | -7
O=c1cc(C(F)(F)F)nc(-c2ccccc2)[nH]1 | -1 | -7
CN1CCN(C(=O)C2(NC(=O)Nc3ccccc3Cl)CCCCC2)CC1 | 6 | .
CCOC(=O)c1ccc(NC(=O)CCc2ccc(CC)o2)cc1 | 2 | -10
Cc1ccc(CN(c2ccc(C(=O)N3CCOCC3)cc2)S(C)(=O)=O)cc1 | -5 | -4
COc1cc(NC(=O)c2cnn3c(C)cc(C)nc23)c(OC)cc1Cl | 32 | 20
CCCCCc1c(O)c2ccccc2[nH]c1=O | 9 | -5
COc1cccc(-c2cc(C(F)(F)F)n3nc(C(=O)N4CCC5(CC4)OCCO5)cc3n2)c1 | 17 | 6
CCCn1c(SCC(=O)NCCc2ccc(Cl)cc2Cl)n[nH]c1=O | -16 | -19
CN(C)CC[C@@H](c1ccc(Br)cc1)c1ccccn1 | 2 | .
COc1ccc(CCN2CC34C=CC(O3)C(C(=O)NCc3ccccc3)C4C2=O)cc1OC (stereo unspecified) | 20 | -10
Nc1ccc2nc(-c3ccc(N)c(Cl)c3)[nH]c2c1 | 40* | .
CCC1CCC(NC2CCCCNC2=O)CC1 (stereo unspecified) | 12 | -9
Cc1ccc(CNC(=O)c2ccc(CN3CCOCC3)cc2)cc1 | -34 | -4
CC(/C=N/N1CCN(c2ccccc2)CC1)=C\c1ccccc1 | -9 | .
CCSC1=N/C(=C\c2ccc(-c3ccccc3[N+](=O)[O-])o2)C(=O)S1 | -4 | .
C=CCn1c(SC(CCO)C(=O)NCc2ccco2)nc2sc3c(c2c1=O)CCC3 (stereo unspecified) | -9 | 3
CC(C)NC[C@H](O)COc1cccc2ccccc12 | 4 | .
Cc1ccc(OCn2c(=O)sc3ccccc32)cc1 | 16 | -92
CC12CCC(C(=O)NCCN3CCCCC3)(CC1=O)C2(C)C (stereo unspecified) | 1 | -2
Oc1c(Cl)cc(Cl)cc1C=Nc1ccc(Br)cc1 | -6 | .
COc1ccccc1N1CCN(C(=O)CN(c2cc(C)cc(C)c2)S(C)(=O)=O)CC1 | 1 | 4
COc1ccc(-n2c(Cc3cccn3C)nnc2SCC(=O)Nc2ccccc2C)cc1 | 6 | -15
COc1ccc2[nH]c3c(NCCN4CCCCC4)ncnc3c2c1 | 6 | -12
Nc1ccc(-n2c(N)c(C(=O)NCc3ccc4c(c3)OCO4)c3nc4ccccc4nc32)cc1 | 8 | 23
Cc1cccn2c(=O)c(C=Nc3ccccc3)c(NCCO)nc12 | 37* | -29
O=C(CCCCCN1C(=O)CCC1=O)Nc1ncn[nH]1 | -17 | -5
Cn1c(SCC(=O)N2CCN(S(=O)(=O)c3ccccc3)CC2)nc2ccccc21 | -11 | .
CCOC(=O)C(CC)n1cnc2c(cnn2-c2ccc(Cl)cc2)c1=O (stereo unspecified) | 12 | -28
O=C(c1cn(CC(=O)N2CCCC2)c2ccccc12)C1CCCCC1 | -4 | -3
CC(C)OCCCNc1nc2c([nH]1)c(=O)n(C)c(=O)n2C | 37 | -2
O=C(OCc1nc(-c2ccccc2)oc1COC(=O)c1ccco1)c1ccco1 | 6 | -39
CC(=O)c1cc2c(C)cc(=O)oc2cc1O | 8 | .
CC(C)OC(=O)c1ccc(Cn2nnc3ccccc3c2=O)cc1 | 8 | .
C=CCOC(=O)C1=C[C@H](C2CCCCC2)[C@@H](CCCO)[C@H](OCC)O1 | 7 | .
COc1ccc(N/C(=C(/C(Cl)=C(Cl)Cl)[N+](=O)[O-])n2nnc3ccccc32)cc1OC | 7 | .
Cc1c(C(=O)N/N=C/c2ccccc2)sc(=S)n1C | 10 | .
COc1cnc(SCc2c(Cl)cccc2Cl)nc1Cl | -6 | .
CCCCC(=O)Nc1ccc(NC(=O)c2cccs2)cn1 | -13 | .
CC1(OC(=O)c2ccco2)C(=O)C=C2C=C(c3ccc(C#N)cc3)OC=C2C1=O (stereo unspecified) | -7 | .
CCOC(=O)c1[nH]c2ccc(OC)cc2c1NC(=O)CN1CCN(c2ccccn2)CC1 | . | -5
Cc1ccc(S(=O)(=O)N2CCC(=O)N(CCOCc3cccc(C(F)(F)F)c3)CC2)cc1 | -1 | .
O=C(NCc1ccco1)C1(c2ccccc2)CCCC1 | 0 | -14

More compounds:
compound | RmlCD inh mix | RT RNaseH block
CCCn1c(=O)[nH]c(=O)c2c1nc(-c1ccc(OC(F)F)c(OC)c1)n2CCOC | 149 | .
Cc1cccn2c(=O)c(C=NCCO)c(NCc3ccco3)nc12 | -7 | .
c1cncc(-c2noc(C34CC5CC(CC(C5)C3)C4)n2)c1 | 9 | -26
Cc1ccccc1C(=O)c1cccn1CC(=O)O | 8 | -6
COc1ccc(-c2cc(C(=O)N3CCN(c4ccccn4)CC3)c3ccccc3n2)cc1 | 12 | -25
Cc1cc(N)n2ncc(-c3ccc(F)cc3)c2n1 | -12 | .
CCOc1ccc2nc(SCC(=O)c3ccc(C)s3)sc2c1 | 4 | .
O=C(c1ccc(Cl)c(S(=O)(=O)N2CCCCCC2)c1)N1CCN(CCO)CC1 | -13 | .
Cc1cccc(NC(=O)CN2CCCN(S(=O)(=O)c3ccc(Br)s3)CC2)c1 | -5 | 0
Cc1ccccc1NS(=O)(=O)c1cc(C(=O)NCCC2=CCCCC2)ccc1C | 6 | .
CCOC(=O)C(C(=O)Nc1ccc(C)cc1)C1CCCCC1 (stereo unspecified) | 13 | .
Cc1ccc(C(=O)Nc2ccccc2C(=O)N2CC3(C)CC2CC(C)(C)C3)cc1 (stereo unspecified) | 2 | .
CCc1nnc(NC2=NCCC2)s1 | -3 | 3
COc1cccc(NC(=O)COc2ccc(N3CC(C(=O)NCC(C)C)CC3=O)cc2)c1 (stereo unspecified) | -27 | 2
CCC1(CC)C(=O)N(C)C(=O)NC1=NCc1ccccc1 | 4 | 1
CN(c1ccc(C(=O)N2CCCCC2)cc1)S(=O)(=O)c1ccccc1 | 9 | -21
c1ccc(CN2CCN(C(c3ccccc3)c3nnnn3Cc3ccccc3)CC2)cc1 (stereo unspecified) | 2 | .
Cc1ccc(C)c(N/C(N)=N/c2nc(C)cc(C)n2)c1 | 7 | .
COc1cccc(CSc2nnc(CSc3nc4nc(C)cc(C)n4n3)s2)c1 | 7 | .
COc1ccc(NS(=O)(=O)c2ccc3c(c2)Cc2ccccc2-3)cn1 | 12 | -22
O=C(NCc1ccco1)c1ccc2ccccc2c1 | 2 | -12
COC(=O)COc1ccsc1C(=O)OC | -1 | .
CCn1cc(C(=O)NC2CCC(C)CC2)c(=O)c2cc(S(=O)(=O)N3CCCCC3)ccc21 (stereo unspecified) | 3 | 1
Cc1ccc2cc(CN(Cc3ccccc3)Cc3nnnn3C3CCCC3)c(=O)[nH]c2c1 | 6 | -17
CCn1c(=S)[nH]c2cc(C(=O)OC)ccc2c1=O | 38 | .
Cc1ccc2c(c1)nnn2C1CCN(CC(=O)Nc2ccccc2N2CCOCC2)CC1 | -7 | -7
CSc1ccc(/C=N/NC(=O)c2cccc(O)c2)cc1 | -6 | .
COc1ccc(OCc2nn3c(-c4ccco4)nnc3s2)cc1 | -10 | -15
CC(C)CNC(=O)CSc1ccc(Cl)cc1 | 13 | .
Cc1ccc(NCc2nnc(SCC(=O)NCc3ccco3)n2CC2CCCO2)cc1Cl (stereo unspecified) | 4 | 9
CCOc1cc(Br)c(C(=O)O)cc1OC | 14 | .
O=C(CSc1nc2ccccc2[nH]1)N1CCN(S(=O)(=O)c2ccc(Cl)cc2)CC1 | -5 | .
Cc1cccc(NC(=O)c2cc3n(n2)C(C(F)(F)F)CC(C2CC2)N3)c1C (stereo unspecified) | 1 | .
O=C(CSc1nnc(CNC(=O)c2cccs2)o1)NCCc1ccccc1 | -12 | 2
CCOc1ccc(N(CC(=O)Nc2ccc(OC)cc2)S(=O)(=O)c2c(C)noc2C)cc1 | -13 | -6
Oc1[nH]c2ccccc2c1C=NCC1CCCO1 (stereo unspecified) | 0 | -11
CCN1C(=O)c2cccc3c(NC(=O)c4ccccc4)ccc1c23 | 8 | .
O=S(=O)(c1ccccc1)c1ccccc1/C=N\O | -14 | -53
COCCCNCC(=O)Nc1sc(C)c(C)c1C(=O)OC | -50 | .
CCN=C1Sc2nc3ccc(OCC)cc3cc2CN1CCOC | -6 | .

Complete entries as entered above. Screens in order: RmlCD inh mix, RT RNaseH block
Listed for Cc1ccc(NCc2nnc(SCC(=O)NCc3ccco3)n2CC2CCCO2)cc1Cl (stereo unspecified) = 4, 9
Listed for CCOc1ccc(N(CC(=O)Nc2ccc(OC)cc2)S(=O)(=O)c2c(C)noc2C)cc1 = -13, -6

More compounds follow:
compound | RmlCD inh mix | RT RNaseH block
CC(C)c1ccc(-c2noc(C3CCCN(C(=O)c4ccc(F)cc4F)C3)n2)cc1 (stereo unspecified) | 8 | -2
Cc1cc(SCNC(=O)c2ccccc2)ncn1 | 3 | 43
COc1ccc2oc(=O)c(C(=O)N3c4ccccc4CC3C)cc2c1 (stereo unspecified) | 8 | .
CC(C)CCOc1ccc(NC(=O)C2OC3OC(C)(C)OC3C3OC(C)(C)OC23)cc1 (stereo unspecified) | ? | .
CN(C)C(=O)c1cnc(Sc2ncc(C(F)(F)F)cc2Cl)n1C | -7 | .
O=C(CN1CCOCC1)Nc1cccc(C(=O)Nc2cccc(C(F)(F)F)c2)c1 | 10 | 1
COc1ccc(C(=O)Nc2scc(-c3ccc(Cl)cc3Cl)c2C(N)=O)cc1 | -22 | .
Cc1ccnc(NS(=O)(=O)c2ccc(NC(=O)C3CCCCC3)cc2)n1 | 2 | -4
Cc1c(Cl)cnc(NC(=O)COC(=O)C(NC(=O)c2ccco2)C(C)C)c1Cl (stereo unspecified) | -3 | 15
COc1cc(C2c3c(oc4ccccc4c3=O)C(=O)N2CCN2CCOCC2)cc(OC)c1OC (stereo unspecified) | . | 3
CCc1nnc(NC(=O)CSc2nnc(CNc3ccc(Cl)cc3)o2)s1 | 5 | -1
Cc1cccc(S(=O)(=O)C(C#N)c2nc3ccccc3nc2N2CCOCC2)c1 (stereo unspecified) | -6 | 0
Cc1nn(-c2ccccc2)c(Cl)c1/C=C1\SC(=S)NC1=O | -17 | .
CN(C)C(=O)CSC1c2ccccc2C(=O)N1c1ccccc1 (stereo unspecified) | 7 | .
CN(C)C(=O)CSc1cccc2cccnc12 | -4 | -22
Cn1c(-c2ccc(F)cc2)cnc1NCc1ccccc1 | 15 | -5
COc1cc(C2C(C#N)=C(N)OC3=C2C(=O)CCC3)c([N+](=O)[O-])cc1OC (stereo unspecified) | 6 | .
CCn1c(=O)cc(SCC(=O)N2CCN(c3ccccc3F)CC2)c2ccccc21 | 11 | .
C=C(C)C1CC=C(CN2CCC(C(=O)OCC)CC2)CC1 (stereo unspecified) | -10 | -6
COc1ccccc1-c1nnc(SC/C(O)=C(\C#N)c2nc3ccccc3[nH]2)n1C1CCCCC1 | . | 23

Already shown: an excerpt of the list.
compound | RmlCD inh mix | RT RNaseH block
CC(C)NC(=O)c1ccc(N2CCOCC2)nc1 | 8 | .
COc1ccccc1-c1cc(C(=O)NCc2cccs2)no1 | 5 | -12
COc1ccccc1S(=O)(=O)Cc1ccc(C(=O)NCCN2CCCC2)o1 | -14 | 1
CCOC(=O)c1cnc(SCC(=O)Nc2sc(C)c(C)c2C#N)nc1N | 3 | 63*

Carrying on.
compound | RmlCD inh mix | RT RNaseH block
CCCCN1CCc2c([nH]c3ccccc23)C1=O | -7 | -8
O=C(O)COCC(=O)Nc1ccc2c(c1)CCC2 | 8 | -25
CC(C)NC(=O)/C(=N\O)c1ccccc1 | -13 | .
CCOc1cc(N2CCOCC2)c(OCC)cc1NC(=O)CCS(=O)(=O)c1ccc(Cl)cc1 | 13 | 6
C/C=C\C=C/C(=O)Nc1cccc(C2=NOC3(C2)C[C@@H](C(N)=O)N(C(=O)c2ccc(Cl)cc2)C3)c1 (stereo partly specified) | -20 | .
C=CCOC(=O)N1CCN(c2cccc(C(F)(F)F)c2)CC1 | 3 | -6
Cc1ccccc1OC(C)c1nc(-c2ccccc2)no1 (stereo unspecified) | 6 | -35
CSc1nc(-c2ccccc2)c(-c2ccccc2)[nH]1 | -28 | .
CCOC(=O)c1cc(-c2ccccc2)sc1NC(=O)c1ccc(OC)cc1 | -92 | .
Cc1ccc2cccc(Oc3cnccn3)c2n1 | -8 | 0
